HCV inhibitor: qHTS Assay for Inhibitors of Hepatitis C Virus (HCV); Huh7.5.1 HCVcc-Cre infection, luciferase reporter, 44 h; Potency, µM (highest dose often 41.8 µM), without a hit: top-dose activity change, negative = inhibition, hits mostly inhibitors; 340,000 tested, 3.4% active; AID 651820, 2012; also: potency is read from the fitted curve at half-maximal effect; % is scaled to controls: 0 for no effect and ±100 for the full control effect
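Infectious HCV cell culture screen: compound-treated cells (1,000/well, pre-plated 4 h) are infected with HCVcc-Cre at roughly 0.5 moi and grown 44 h. Infection is quantified by luciferase signal after 15 min substrate incubation at room temperature.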
Cycloheximide cs: Cycloheximide Counterscreen for Small Molecule Inhibitors of Shiga Toxin | max response, % | 300,000 tested, 12% active | cell reporter, cycloheximide protein synthesis inhibition counterscreen; in the data active = max response mostly above about 13%, no sharp cut-off; inactive = mostly below about 14%; also: read at 38.3 µM for the half of the compounds with a filed dose; 0% is about no effect
FBPA Giardia inh: qHTS Assay for Inhibitors of Fructose-1,6-bisphosphate Aldolase from Giardia Lamblia. Potency, µM (doses to about 59.6 µM), inactives show at the top dose activity, negative = inhibition, hits mostly inhibitors. A8B2U2. AID 2451, 2010. 290,000 tested, 0.71% active. purified Giardia FBPA; also: potency is read from the fitted curve at half-maximal effect; % is scaled to controls: 0 for no effect and ±100 for the full control effect; nearly all actives have a fitted effect of over 55% in size
Target sequence (A8B2U2 whole entry, looked up): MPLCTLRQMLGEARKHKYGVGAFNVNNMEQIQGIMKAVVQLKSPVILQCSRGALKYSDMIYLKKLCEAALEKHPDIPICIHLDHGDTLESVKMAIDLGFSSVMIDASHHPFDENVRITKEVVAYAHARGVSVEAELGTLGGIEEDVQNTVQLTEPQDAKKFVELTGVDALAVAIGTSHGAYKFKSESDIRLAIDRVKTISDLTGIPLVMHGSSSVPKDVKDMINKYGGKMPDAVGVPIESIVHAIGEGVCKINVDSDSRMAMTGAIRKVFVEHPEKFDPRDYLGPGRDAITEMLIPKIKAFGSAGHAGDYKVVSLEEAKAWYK
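40 nM FBPA preincubated 10 min at RT with compound (up to 57.5 uM final), then substrate plus GAPDH/TPI/NAD/arsenate coupling and diaphorase/resazurin added. Fluorescence read after 20 min at RT, 525/598 nm.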
Pf growth 96h: Primary qHTS for delayed death inhibitors of the malarial parasite plastid, 96 hour incubation. Potency, µM (series often up to 28.7 µM), without a hit: at the highest dose activity change, negative = inhibition, usual class: inhibitors. 320,000 tested, 6.9% active. P. falciparum luciferase reporter growth, 96 h; also: potency is read from the fitted curve at half-maximal effect; % is scaled to controls: 0 for no effect and ±100 for the full control effect
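Compounds incubated with erythrocytes infected by luciferase-expressing P. falciparum (2% hematocrit, 0.05% parasitemia final) for 96 hours, 37 C in 5% CO2. Growth inhibition scored as decreased luciferase luminescence.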
Pf growth 48h: Primary qHTS for delayed death inhibitors of the malarial parasite plastid, 48 hour incubation; Potency, µM (doses to about 28.7 µM), for the others: top-dose activity change, negative = inhibition, actives largely listed as inhibitors; 310,000 tested, 5.9% active; P. falciparum luciferase growth in erythrocytes, 48 h; AID 504832, 2011; also: potency is read from the fitted curve at half-maximal effect; % is scaled to controls: 0 for no effect and ±100 for the full control effect
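Read-out is firefly luciferase luminescence from an integrated reporter in P. falciparum, so falling signal marks reduced parasite growth. Infected erythrocytes were at 2% hematocrit and 0.1% parasitemia (final) in Albumax-supplemented RPMI 1640.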
Shiga inhibitor: A qHTS for Small Molecule Inhibitors of Shiga Toxin; Vero cells, Shiga toxin protein synthesis inhibition reporter; inhibition, % at 38.7 µM; 290,000 tested, 9.2% active; AID 2315, 2010; in the data active = inhibition mostly above about 28%, no sharp cut-off; inactive = mostly below about 43%; also: 0% is about no effect
The depositor's hits bear a star; ? = inconclusive; / = not tested or not shown; & = joins results of further samples; [ ] = another dose, or the depositor's remark. Unless noted, calls follow the shape of the dose curve; as a rule, active = well fitted curve in the direction sought with a large enough effect; inconclusive = small, poorly fitted or top-dose-only effect, or another doubt; inactive = no such curve, though single readings can be large; an effect the other way counts as inactive or inconclusive.

Values run as follows: HCV inhibitor	Cycloheximide cs	FBPA Giardia inh	Pf growth 96h	Pf growth 48h	Shiga inhibitor
1) C=CCn1c(SCC(=O)N2CCCCC2)nc(O)cc1=O
→ 21%	15	16%	37%[activator]	/	-18
2) COC(=O)C1C(c2ccc(OC)c(OC)c2)NC(c2ccc(OC)c(OC)c2)C(C(=O)OC)S1(=O)=O (stereo not drawn)
→ -6%	5	1%	?	-20%	8
3) COc1ccc(NS(=O)(=O)c2ccc(NC(=S)NC(=O)c3ccc(Br)cc3)cc2)nn1
→ 5%	-2	-6%	12µM*	19%	-8
4) Cc1ccc(NC(=O)CCC(=O)NNC(=O)c2cccc([N+](=O)[O-])c2)cc1C
→ 8%	-2	0%	21%	34%[activator]	-5
5) CCOC(=O)c1cnn2c(C(F)(F)F)cc(-c3cn(C)nc3C)nc12
→ ?	-2	0%	/	-3%	-12
6) Cc1cccc(N2CCN(C(=O)COc3ccc4c(c3)CCC4)CC2)c1C
→ ?	-1	2%	-5%	-1%	-4
7) Cc1ccc2nc(NC(=O)CN3CCN(c4ccccn4)CC3)sc2c1
→ ?	-3	7%	53%[activator]	31%[activator]	16
8) CC1CCCCC1NC(=O)c1cc2ccccc2o1 (stereo not drawn)
→ 3%	35*	-1%	?	22%	35*
9) CC1CCCC(NC(=O)c2ccc3c(c2)OCO3)C1C (stereo not drawn)
→ 10%	/	/	140%[activator]	65%[activator]	/
10) O=C(NCc1ccccc1Cl)c1cccc(C(F)(F)F)c1
→ 0%	9	-2%	8%	-8%	18
11) O=C1N/C(=C/c2cccs2)C(=O)N1Cc1ccc(Br)cc1
→ 24%	16	4%	41%[activator]	-22%	-32
12) CCN(CC)CCN1C(=O)C(O)=C(C(=O)c2cc3ccccc3o2)C1c1cccnc1 (stereo not drawn)
→ 0%	-3	0%	36%[activator]	6%	49
13) O=C(CCC(=O)Nc1cccc([N+](=O)[O-])c1)N/N=C/c1cccs1
→ -17%	19	/	?	10%	13
14) C=CCn1c(=O)c2ccc(C(=O)NCc3ccccc3)cc2n(Cc2ccccc2Cl)c1=O
→ 5%	-3	6%	0%	16%	-13
15) COc1ccc(C(=O)Nc2ccc(C(=O)NCCc3ccc(OC)c(OC)c3)cc2)cc1
→ -9%	-2	-9%	12%	?	-12

Part of the list above, bar-delimited.
entry | SMILES | HCV inhibitor | Cycloheximide cs | FBPA Giardia inh | Pf growth 96h | Pf growth 48h | Shiga inhibitor
1 | C=CCn1c(SCC(=O)N2CCCCC2)nc(O)cc1=O | 21% | 15 | 16% | 37%[activator] | / | -18
2 | COC(=O)C1C(c2ccc(OC)c(OC)c2)NC(c2ccc(OC)c(OC)c2)C(C(=O)OC)S1(=O)=O (stereo not drawn) | -6% | 5 | 1% | ? | -20% | 8
3 | COc1ccc(NS(=O)(=O)c2ccc(NC(=S)NC(=O)c3ccc(Br)cc3)cc2)nn1 | 5% | -2 | -6% | 12µM* | 19% | -8
4 | Cc1ccc(NC(=O)CCC(=O)NNC(=O)c2cccc([N+](=O)[O-])c2)cc1C | 8% | -2 | 0% | 21% | 34%[activator] | -5
5 | CCOC(=O)c1cnn2c(C(F)(F)F)cc(-c3cn(C)nc3C)nc12 | ? | -2 | 0% | / | -3% | -12
6 | Cc1cccc(N2CCN(C(=O)COc3ccc4c(c3)CCC4)CC2)c1C | ? | -1 | 2% | -5% | -1% | -4
7 | Cc1ccc2nc(NC(=O)CN3CCN(c4ccccn4)CC3)sc2c1 | ? | -3 | 7% | 53%[activator] | 31%[activator] | 16
8 | CC1CCCCC1NC(=O)c1cc2ccccc2o1 (stereo not drawn) | 3% | 35* | -1% | ? | 22% | 35*
9 | CC1CCCC(NC(=O)c2ccc3c(c2)OCO3)C1C (stereo not drawn) | 10% | / | / | 140%[activator] | 65%[activator] | /
10 | O=C(NCc1ccccc1Cl)c1cccc(C(F)(F)F)c1 | 0% | 9 | -2% | 8% | -8% | 18
11 | O=C1N/C(=C/c2cccs2)C(=O)N1Cc1ccc(Br)cc1 | 24% | 16 | 4% | 41%[activator] | -22% | -32
12 | CCN(CC)CCN1C(=O)C(O)=C(C(=O)c2cc3ccccc3o2)C1c1cccnc1 (stereo not drawn) | 0% | -3 | 0% | 36%[activator] | 6% | 49
13 | O=C(CCC(=O)Nc1cccc([N+](=O)[O-])c1)N/N=C/c1cccs1 | -17% | 19 | / | ? | 10% | 13
14 | C=CCn1c(=O)c2ccc(C(=O)NCc3ccccc3)cc2n(Cc2ccccc2Cl)c1=O | 5% | -3 | 6% | 0% | 16% | -13
15 | COc1ccc(C(=O)Nc2ccc(C(=O)NCCc3ccc(OC)c(OC)c3)cc2)cc1 | -9% | -2 | -9% | 12% | ? | -12

(more compounds)
Values run as follows: HCV inhibitor	Cycloheximide cs	FBPA Giardia inh	Pf growth 96h	Pf growth 48h	Shiga inhibitor
16) O=C(CN1C(=O)CCSc2ccccc21)Nc1cccc(F)c1
→ 0%	-6	2%	?	-9%	-26
17) Cn1c(=O)c2sccc2n2c(CCCC(=O)Nc3ccccc3)nnc12
→ -6%	-1	/	-18%	-16%	31
18) CC(C)NC(=O)CC(=O)N/N=C/c1ccccc1F
→ 17%	0	0%	253%[activator]	13%	-8
19) CCCCCN(C(=O)CCC(=O)OCc1ccc(C(C)C)cc1)c1c(N)n(CCCC)c(=O)[nH]c1=O
→ -20%	/	/	10µM*	36%[activator]	/
20) COc1ccc(CN(C)C(=O)CCN=C2NS(=O)(=O)c3ccccc32)c(OC)c1
→ ?	/	/	-4%	?	/
21) Cc1ccc([N+](=O)[O-])cc1NC(=O)CNC1CCCCC1
→ -24%	-2	15%	-12%	12µM*	-1
22) O=C(Nc1ccccc1)c1nnsc1S(=O)c1ccc(Cl)cc1 (stereo not drawn)
→ 1%	9	-19%	15%	63%[activator]	-26
23) COc1cccc(/C=N/NC(=O)c2ccc(CN3c4cccc5cccc(c45)S3(=O)=O)cc2)c1
→ -22%	-2	-4%	10µM*	-16%	25
24) CC1CCCC(C)N1CCCNC(=O)CCn1c(=O)c2cccn2c2cccnc21 (stereo not drawn)
→ -3%	10	8%	?	2%	-1
25) O=C(CN1C(=O)C2CCCCC2C1=O)OCC(=O)c1ccc(F)cc1 (stereo not drawn)
→ -2%	/	/	24%	7%	/
26) Cc1ccc(S(=O)(=O)NCC(=O)OCC(=O)Nc2ncc(Cl)cc2Cl)cc1
→ -2%&24%	-1	-11%	140%[activator]	24%	-12
27) Cc1ccc(OCC(=O)NNC(=O)C2CCN(c3nccc(C)n3)CC2)cc1
→ 20%	-3	-4%	-2%	3%	1
28) CCN(CC)CCNc1nc(-c2cccs2)c(CC(=O)O)s1
→ 14%	1	?	-14%	12%	-10
29) COc1cc(/C=N/N2C(=O)c3ccccc3NC2(C)c2cccc([N+](=O)[O-])c2)cc(Br)c1O (stereo not drawn)
→ -40%	16	-9%	?	-26%	16
30) CC(=O)NCCn1c(SCC(=O)NCC2CCCO2)nc2ccccc2c1=O (stereo not drawn)
→ 20%	-3	-1%	-24%	-8%	-5
31) CCOC(=O)c1sc(N(Cc2ccccc2)C(=O)CSc2nnc(C3CC3)n2N)nc1C
→ -20%	17*	1%	27%	1%	79*
32) O=C(Nc1ccccc1)N(Cc1ccccc1)CC(O)C(F)(F)F (stereo not drawn)
→ 5%	-2	5%	1%	-1%	7
33) c1ccc(C2(CNc3ccccn3)CCCC2)cc1
→ -1%	-1	-20%	-24%	/	-12
34) CSc1nnc(-c2cc(-c3ccc(C)cc3)nc3ccccc23)o1
→ ?	0	-2%	-9%	18%	1
35) Cc1ccc2nc(SCC(=O)NC3CCCCC3)nc(=O)n2c1
→ 16%	/	/	0%	-2%	/
36) Cl/C(=C\n1cncn1)c1ccc(Cl)cc1Cl
→ /	/	-8%	-21%	-6%	/
37) CC(CNC(=O)COC(=O)c1cccnc1Cl)c1ccccc1 (stereo not drawn)
→ 2%	/	/	46%[activator]	-2%	/
38) Cc1nn(Cc2c(F)c(F)c(F)c(F)c2F)c(C)c1NC(=O)c1ccc(COc2ccccc2Cl)cc1
→ 2%	6	-1%	0%	-1%	6
39) Cc1cc(N2CCN(C(=O)/C=C/C(=O)O)CC2)c2ccccc2n1
→ -1%	0	-2%	2%	26%	1
40) O=C(c1ccccc1)N1CCN(C(=O)c2ccc3c(c2)OCO3)CC1
→ 8%	-6	8%	38%[activator]	5%	-5
41) CC(C)c1ccc(S(=O)(=O)c2nnn3c2nc(NCC2CCCO2)c2ccccc23)cc1 (stereo not drawn)
→ 15%	-2	20%	?	-3%	-11
42) O=C(Nc1ccc(OC(F)F)c(Cl)c1)Nc1ccc2c(c1)OCO2
→ 18µM*	26	-3%	/	?	42
43) COc1ccc(S(=O)(=O)N2CCN(c3ccccc3OC)CC2)cc1C(=O)N1CCCCC1
→ -24%	-2	7%	31%[activator]	-16%	9
44) O=c1cc(O)c2ccccc2n1Cc1ccccc1Cl
→ -6%	-2	-3%	-1%	?	-9
45) CC(=O)c1ccccc1NS(=O)(=O)c1ccccc1Cl
→ 9%	1	-6%	10%	-11%	5
46) Oc1c(/C=N/Nc2cccc3cccnc23)ccc2ccccc12
→ -8%	74*	-9%	9%	5.9µM*	90*
47) COc1ccc(C(C)(C)C)cc1NC(=O)COC(=O)c1nc2nccc(C)n2n1
→ -2%	/	/	-4%	-3%	/
48) COCCCNC(=S)Nc1ccc(S(=O)(=O)Nc2cc(OC)nc(OC)n2)cc1
→ 11%	2	?	-17%	-17%	-9
49) O=C(CCC(=O)OCC(=O)c1ccccc1)Nc1cccc2cccnc12
→ 14%	-2	5%	181%[activator]	28%	-8
50) CC1=C(C(=O)OCC(C)C)C(c2cccc(F)c2)N2C(=O)C(C)SC2=N1 (stereo not drawn)
→ 2%	-3	11%	12µM*	10µM*	-7
51) O=C(NCc1cccc(Cl)c1)c1ccc2nc(N3CCOCC3)sc2c1
→ ?	14	7%	19%	-22%	10
52) Cc1c(NC(=O)CCC2CCCCC2)c(=O)n(-c2ccccc2)n1C
→ -1%	1	2%	26%	0%	25
53) COc1ccc2oc(C(=O)OC(C)C(=O)Nc3ccc(N4CCOCC4)cc3)c(C)c2c1 (stereo not drawn)
→ 4%	/	/	-2%	0%	/
54) COCCNC(=O)c1cc(-c2ccccn2)nc2ccc(S(=O)(=O)N3CCC(C)CC3)cc12
→ -28%	-9	/	45%[activator]	1%	-1
55) CCC(C)NC(=O)C1c2ccccc2Oc2ccccc21 (stereo not drawn)
→ 10%	2	9%	4%	-23%	-9
56) O=C1NC2(CCCCCC2)C(=O)N1Cc1ccc(Cl)cc1Cl
→ -13%	3	0%	33%[activator]	1%	-4
57) COc1cc(CNc2nnnn2C)ccc1OCc1c(F)cccc1Cl
→ 2%	-3	-1%	-19%	-14%	-2
58) CCN1CCN(Cc2c(O)ccc3c(=O)c(-c4ccccc4OC)coc23)CC1
→ 14%	-3	4%	/	?	-8
59) COc1ccc(NC(C)=O)cc1NC(=O)CN1CCN(C(=O)c2ccco2)CC1
→ 5%	-3	5%	20%	-4%	10
60) Cc1c(N(C)S(=O)(=O)c2cc(C(=O)N3CCCC3)ccc2Cl)c(=O)n(-c2ccccc2)n1C
→ 5%	3	/	4.7µM*	13µM*	-3
61) CCC(CC)C(=O)Nc1cccc(S(=O)(=O)c2cccc(NC(=O)C(CC)CC)c2)c1
→ -3%	-1	6%	-40%	/	-13
62) CC(CC1C(C#N)=C(N)SC(N)=C1C#N)c1ccccc1 (stereo not drawn)
→ 16%	5	-26%	/	/	29
63) CCN(CC(=O)Nc1ccc(NC(C)=O)cc1)C(=O)c1cc2c(s1)CCCCC2
→ -21%	/	/	-20%	1%	/

Screening results (PubChem BioAssay)
